Screening results as filed in PubChem.
Diaphorase act – activates diaphorase or chemically reduces, flagging diaphorase assay artifacts | Diaphorase/resazurin coupled assay, resorufin fluorescence, 16 min; stronger effect = higher value; 1 = vehicle wells, 0 = NADH-free wells | activation factor at 20 µM | 0.005% of 190,000 active;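 active = diaphorase activity raised at least twofold by the compound at 20 µM; inactive = activation factor below 2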
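Assay system: Purified diaphorase enzyme from Clostridium kluyveri | Amount: Enzyme 0.07 U/mL final | Dosing: Compound 20 µM once, DMSO 1% | Timing: 16 min reaction at room temperature | Detection: Fluorescence, excitation 544 nm and emission 590 nm | Evaluation: Higher resorufin formation from activation or reduction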
APP transl inh – APP translation inhibition; AID 1285; inhibition, % at 2 µM; SH-SY5Y APP 5'UTR-luciferase reporter, luminescence; 0.82% of 190,000 active;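 active = inhibition above a set limit, derived from the sample mean plus 3 SD, cut at about 45% in these data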; note: values of inactives mirror those of a sister screen read the other way
STAT1 blocker – inhibitors of IFN-gamma induced STAT1 signaling. NIH 3T3 STAT1-luciferase reporter, luminescence. inhibition, % at 5.5 µM. 0.35% of 200,000 active;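 active = inhibition above a set limit, the mean inhibition across all tested compounds plus 3 SD, cut at about 34% in these data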;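 note: 0% = IFN-gamma with DMSO and 100% = IFN-gamma with 300 µM nifuroxazide; values of inactives mirror those of a sister screen read the other way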
Diaph inh CS – counter-screen for diaphorase-based assays: diaphorase inhibitors and chemical oxidizers; diaphorase resazurin-to-resorufin fluorescence, NADH, 16 min; bacterial (C. kluyveri) enzyme, not human; inhibition, % at 20 µM; 0.69% of 190,000 active; AID 1217;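 active = primary screen inhibition at 20 µM above a set limit, cut at about 50% in these data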;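 note: plate controls were DMSO with full reaction for no effect and wells lacking NADH for full effect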
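Test system: Clostridium kluyveri diaphorase enzyme / Quantity: diaphorase at 0.14 U/mL in enzyme working solution / Incubation: 16-min room-temperature incubation before reading / Benchmarks: NADH-free wells as positive control, DMSO-only neutral wells / Signal: resorufin fluorescence 544/590 nm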
STAT1 activator – increases IFN-gamma driven STAT1 reporter signal; 2.6% of 200,000 active; NIH 3T3 STAT1-luciferase reporter, luminescence; 100% = IFN-gamma alone, no compound; activation (% of control), % at 5.5 µM;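 active = activation above the screen-wide mean activation plus 3 SD, cut at about 130% in these data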;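 note: raw ratio to IFN-gamma control signal so 100% means no change and 0% no light; values of inactives mirror those of a sister screen read the other way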
STAT3 inh – STAT3 signaling inhibition; 0.89% of 190,000 active; AID 862; inhibition, % at 5.5 µM; U3A cells, IL-6 STAT3-luciferase reporter, luminescence; host cell line lacks STAT1;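 active = inhibition above the mean inhibition across all screened compounds plus 3 SD, cut at about 44% in these data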;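 note: 0% = DMSO only wells and 100% = 100 µM nifuroxazide control wells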
TLR4 MyD88 comp – blocks binding of human TLR4 to MyD88. O00206+Q99836. HeLa CL3-4 TLR4/MyD88 BLA complementation, FRET ratio. inhibition, % at 8.4 µM. 0.18% of 200,000 active; in the data active = inhibition above about 25%;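 note: 0% = vehicle and 100% = reference inhibitor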
Target sequence (O00206 whole entry, looked up): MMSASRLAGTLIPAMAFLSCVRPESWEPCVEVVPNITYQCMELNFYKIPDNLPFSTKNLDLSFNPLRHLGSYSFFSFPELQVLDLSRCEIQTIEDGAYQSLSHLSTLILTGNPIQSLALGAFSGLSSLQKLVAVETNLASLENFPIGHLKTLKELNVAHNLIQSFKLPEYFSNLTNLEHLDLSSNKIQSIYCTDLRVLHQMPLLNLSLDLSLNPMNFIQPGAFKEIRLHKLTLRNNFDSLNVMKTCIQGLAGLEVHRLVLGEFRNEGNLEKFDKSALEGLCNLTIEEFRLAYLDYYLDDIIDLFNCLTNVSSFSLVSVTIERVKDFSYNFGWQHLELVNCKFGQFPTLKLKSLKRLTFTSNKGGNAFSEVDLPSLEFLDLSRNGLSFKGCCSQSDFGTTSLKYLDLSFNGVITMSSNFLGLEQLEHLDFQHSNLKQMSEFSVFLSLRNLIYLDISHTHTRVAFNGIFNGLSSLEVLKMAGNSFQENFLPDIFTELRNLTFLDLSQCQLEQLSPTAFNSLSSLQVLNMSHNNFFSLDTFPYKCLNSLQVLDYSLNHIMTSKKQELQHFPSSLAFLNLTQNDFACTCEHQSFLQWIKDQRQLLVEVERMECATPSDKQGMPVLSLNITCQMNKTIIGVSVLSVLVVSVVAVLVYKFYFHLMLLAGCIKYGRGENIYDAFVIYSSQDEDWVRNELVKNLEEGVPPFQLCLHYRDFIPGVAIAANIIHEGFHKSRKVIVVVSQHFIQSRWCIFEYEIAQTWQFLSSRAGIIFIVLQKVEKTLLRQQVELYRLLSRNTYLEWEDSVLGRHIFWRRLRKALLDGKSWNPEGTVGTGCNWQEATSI
Target sequence (Q99836 whole entry, looked up): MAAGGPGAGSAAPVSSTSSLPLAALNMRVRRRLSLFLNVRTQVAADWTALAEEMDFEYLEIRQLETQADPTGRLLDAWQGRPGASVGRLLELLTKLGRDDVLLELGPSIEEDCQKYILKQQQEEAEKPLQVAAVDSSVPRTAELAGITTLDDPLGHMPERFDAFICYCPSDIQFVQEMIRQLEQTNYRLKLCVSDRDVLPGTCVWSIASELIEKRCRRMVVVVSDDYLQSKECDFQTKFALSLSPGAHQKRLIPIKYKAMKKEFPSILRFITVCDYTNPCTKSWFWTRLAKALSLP
G6PDH CS – counter-screen for G6PDH assay hits: L. mesenteroides G6PDH inhibition. Purified L. mesenteroides G6PDH, diaphorase/resazurin coupled fluorescence, 45 min. inhibition, % at 5 µM. 0.12% of 200,000 active; in the data active = inhibition above about 50%
Hsp70 act – Hsp70 transcriptional activation, primary screen; HeLa Hsp70 promoter luciferase reporter, luminescence; scaled: vehicle 0, proteasome-inhibitor control 100%; activation, % at 10 µM; 0.04% of 200,000 active; AID 1203;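 active = activation above the mean across all tested compounds plus 3 SD, cutoff set per campaign, cut at about 5.5% in these data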;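 note: 100% = MG132 at 30 µM as the positive control and 0% = DMSO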
STAT3 act – increases IL-6 driven STAT3 reporter signal. U3A cells, IL-6 STAT3-luciferase reporter, luminescence; 100% = signal with IL-6 EC80 alone. activation (% of control), % at 5.6 µM. 0.91% of 190,000 active. AID 871;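 active = activation above the screen-wide mean of compound activation plus 3 SD, cut at about 130% in these data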;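 note: 0% = background luminescence of wells with medium and substrate only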
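Material: STAT3-luciferase reporter U3A cells. Controls: IL-6-treated wells, 100% activation. Read-out: % activation versus median of IL-6-stimulated wells. Probe or stimulus: IL-6 stimulus at 33 ng/mL final. Timing: compound 1 h, then IL-6 6 h at 37 °C. Signal: reporter luminescence signal.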
Starred values were filed as active, the others as inactive. Outcome played no part in choosing rows; about 6.1% have a hit in one of these screens.

SMILES	Diaphorase act	APP transl inh	STAT1 blocker	Diaph inh CS	STAT1 activator	STAT3 inh	TLR4 MyD88 comp	G6PDH CS	Hsp70 act	STAT3 act
C/C(=C/C#N)Nc1ccc(C)cc1	0.9	-4	-2	13	100	-1	-6	12	-0.1	104
COCCn1c(=S)[nH]c2cc(C(=O)N3CCN(c4ccccc4OC)CC3)ccc2c1=O	0.9	8	2	6	98	12	1	4	0.1	93
COc1ccc(Oc2coc3c(CN(C)C)c(O)ccc3c2=O)cc1	0.9	2	6	7	95	-2	-8	3	-0.5	102
NC(=O)Cn1nc([N+](=O)[O-])nc1Oc1ccccc1C(=O)N1CCOCC1	0.9	19	0	8	99	11	-2	-3	-0.2	97
CCOC(=O)N1CCN(C(=O)c2c(-c3ccccc3)noc2C)CC1	1	-2	4	2	94	-2	-12	-14	-0.1	101
O=[N+]([O-])c1cc(-c2nc3nc4ccccc4nc3n2CCc2ccccc2)cc([N+](=O)[O-])c1	1	-2	-1	4	101	-5	-8	8	-0.2	102
COCCNC(=O)C(=O)NNS(=O)(=O)c1ccc(Cl)cc1	1	-10	3	3	98	3	-2	6	-0.1	100
CCC(=O)Nc1ccc(C(=O)NNC(=O)c2cc([N+](=O)[O-])cc([N+](=O)[O-])c2)cc1	0.9	1	1	15	97	3	6	14	-0.2	99
COc1cccc(N/C(SCc2ccccc2C)=C(/C#N)C(=O)NCc2cccs2)c1	0.9	-7	6	6	95	-2	0	-10	-0.4	105
CS(=O)(=O)N(CC(=O)N1CCOCC1)c1ccc2c(c1)OCO2	1	7	6	0	95	14	10	4	-0.3	91
COCCCNCCCOc1ccc(C(C)(C)c2ccccc2)cc1	0.8	6	9	20	92	-5	15	10	-0.2	104
Cc1cc(C)n(CC(O)Cn2cnc3c2c(=O)n(C)c(=O)n3C)n1 (centres undefined)	0.9	10	5	5	96	6	-1	11	0.0	98
O=C(CSCc1ccc(Cl)cc1Cl)Nc1ccccc1C(=O)Nc1ccc(C(=O)O)cc1	0.9	-14	4	12	96	7	-2	-3	-0.2	94
COc1ccc(CCNC(=O)/C=C/c2cc(OC)c(OC)c(OC)c2)cc1OC	1	-22	2	-3	97	9	0	1	0.1	99
CCOc1ccccc1N1CCN(C(=O)c2ccccc2)CC1	1.1	21	10	-6	90	12	2	8	-0.5	92
COc1ccc(NC(=O)C2CCCC2)cn1	0.9	8	-1	14	102	-3	5	11	-0.3	103
C/C(Cl)=C/Cn1c(SC(C)C)nc2c1c(=O)[nH]c(=O)n2C	0.8	-6	4	18	96	-5	-2	-3	-0.2	106
CCCCOc1ccc(C(=O)Nn2cnnc2)cc1	1	-2	-4	2	103	0	-1	4	-0.1	107
CC1C(c2ccccc2)N(C)C(c2ccccc2)CC1(O)c1ccc(F)cc1 (centres undefined)	0.7	4	2	27	96	-6	0	2	-0.5	109
CCC(=O)N1CCN(c2ccc(NC(=O)c3cccs3)cc2)CC1	0.9	-16	-8	7	107	4	5	0	-0.2	99
CNC(=S)NCCCc1ccccc1	0.9	-5	0	7	98	6	-8	4	0.8	101
COC(=O)CNc1nc(-c2cccnc2)nc2ccccc12	1	-7	6	2	93	7	-7	2	-0.1	98
CCN1CCN(CC(=O)Nc2cc(C)on2)CC1	0.8	6	-3	20	100	5	4	5	0.0	97
Cc1c(Cl)cccc1NC(=O)CCC(=O)NNC(=O)c1ccccc1	0.9	2	-4	7	103	-5	2	-5	-0.4	107
CNC(=S)N=Nc1c(O)[nH]c2ccc(C(C)C)cc12	0.8	-3	2	20	98	17	-9	-25	-0.5	83

A stretch of the results above:
SMILES	Diaphorase act	APP transl inh	STAT1 blocker	Diaph inh CS	STAT1 activator	STAT3 inh	TLR4 MyD88 comp	G6PDH CS	Hsp70 act	STAT3 act
Cc1cc(C)n(CC(O)Cn2cnc3c2c(=O)n(C)c(=O)n3C)n1 (centres undefined)	0.9	10	5	5	96	6	-1	11	0.0	98
O=C(CSCc1ccc(Cl)cc1Cl)Nc1ccccc1C(=O)Nc1ccc(C(=O)O)cc1	0.9	-14	4	12	96	7	-2	-3	-0.2	94

Further structures follow.
SMILES	Diaphorase act	APP transl inh	STAT1 blocker	Diaph inh CS	STAT1 activator	STAT3 inh	TLR4 MyD88 comp	G6PDH CS	Hsp70 act	STAT3 act
CN1C(=S)SC(C)(C)C1NO (centres undefined)	1.1	-1	13	-9	88	4	-10	-2	0.3	102
Cc1ccccc1OCc1nc2ccccc2c(=O)n1/N=C/c1cccc([N+](=O)[O-])c1	1	-51	-5	5	104	1	13	2	-0.3	100
O=C(CNC(=S)N(CCCN1CCOCC1)Cc1cccs1)N1CCCCCC1	0.8	-16	-7	15	108	9	-5	-4	0.0	97
Cn1c(=O)n(C)c2cc(S(=O)(=O)NCCc3ccccc3)ccc21	0.8	-11	6	20	93	16	7	8	-0.4	91
Cc1cc(C(=O)Nc2ccccn2)no1	0.9	-49	-19	11	117	1	-17	-20	0.0	103
O=C(Nc1ccc(S(=O)(=O)Nc2nccs2)cc1)c1cc(-c2ccccc2)nc2ccccc12	0.8	-2	11	19	90	2	-6	-1	-0.4	94
CCOC(=O)c1n[nH]c2ccccc12	0.9	-10	-10	14	107	16	-13	4	-0.1	90
Cc1ccc(Cl)cc1NC(=O)Cn1cc2c(n1)CCCC2	0.8	-5	-4	18	104	26	-12	-4	0.3	85
O=S1(=O)CCN(Cc2ccccc2C(F)(F)F)CC1	1	3	3	5	96	6	8	10	-0.3	104
Cc1cc(OCC(=O)N2CCc3ccccc3C2)c2c(-c3ccccc3)cc(=O)oc2c1	0.7	4	2	28	98	7	4	10	-0.2	100
c1ccc(CCn2nnnc2CN2CCc3ccccc32)cc1	0.9	-32	2	13	98	-1	-7	2	-0.1	105
COc1cccc(CN=CC2=C(O)CC(C)(C)CC2=O)c1OC	0.8	5	-3	16	103	1	-7	-14	-0.1	105
Cc1ccc(NC(=S)NCC2CCCO2)c(OC(F)F)c1 (centres undefined)	0.9	-8	5	11	96	4	0	12	-0.2	95
O=C(CSc1nnc(-c2ccncc2)n1CC1CCCO1)NCc1ccccc1 (centres undefined)	0.8	10	5	15	96	3	3	6	0.5	103
CC(=O)CC1(O)C(=O)N(Cc2ccccc2)c2ccccc21 (centres undefined)	0.9	35	-2	9	102	-5	1	7	-0.1	109
O=C(O)/C=C/C(=O)Nc1ccccc1SC(F)(F)F	1	3	0	5	100	5	5	-8	-0.2	95
COc1cccc(Nc2ncnc3c2cnn3C)c1	1	-8	-13	0	112	16	1	0	0.3	90
COc1ccccc1/C=C/C1(C(=O)NC2CCCC2)CC(=O)N1c1ccc(C)cc1 (centres undefined)	0.8	-19	0	21	98	-1	-6	6	0.0	104
NC(=O)/C(=C/c1ccco1)NC(=O)/C=C/c1ccccc1	0.8	-9	0	17	100	11	-13	-1	-0.4	96
COc1cccc(=O)c2c(C)n(CC(=O)c3ccccc3)c(C)c12	1	-15	11	-4	90	-3	-5	22	-0.2	103
COc1ccc(OC)c(NS(=O)(=O)c2ccc(SC)cc2)c1	0.8	4	10	18	91	8	5	2	0.0	97
Cc1nc2c(C)cccc2cc1C(=O)N/N=C/c1ccc(N(C)C)cc1	0.8	-4	-5	16	104	8	11	10	-0.2	98
Cn1c(=O)[nH]c(=O)c2c1nc(Br)n2CCCCSc1nc2ccccc2o1	0.8	-5	2	23	98	12	-16	5	-0.6	95
COc1ccccc1NC(=O)C1=C(C)NC(=O)NC1c1ccccc1[N+](=O)[O-] (centres undefined)	0.8	-7	12	15	88	-44	4	8	0.3	144*
O=S(=O)(Cc1ccccc1)NCC1CCCN(Cc2ccc(F)c(F)c2)C1 (centres undefined)	1	5	-1	3	99	4	8	8	-0.2	103

Looked up above:
COc1ccccc1NC(=O)C1=C(C)NC(=O)NC1c1ccccc1[N+](=O)[O-] (centres undefined) | Diaph inh CS = 15
COc1cccc(Nc2ncnc3c2cnn3C)c1 | G6PDH CS = 0
c1ccc(CCn2nnnc2CN2CCc3ccccc32)cc1 | TLR4 MyD88 comp = -7
CCOC(=O)c1n[nH]c2ccccc12 | G6PDH CS = 4

The list goes on.
SMILES	Diaphorase act	APP transl inh	STAT1 blocker	Diaph inh CS	STAT1 activator	STAT3 inh	TLR4 MyD88 comp	G6PDH CS	Hsp70 act	STAT3 act
Cc1cc(S(=O)(=O)N(Cc2ccccc2F)C2CC2)ccc1-n1cnnn1	0.7	-3	8	29	93	2	-2	8	-0.1	100
CC(=O)Nc1ccc(NC2=C(Cl)C(=O)c3ccccc3C2=O)cc1	0.9	89*	23	12	78	-8	-39	44	0.0	112
COC(=O)C(C(=O)NCC1CCCO1)C1CCCCCC1 (centres undefined)	0.9	8	-4	7	110	-9	-3	5	0.1	110
O=C(NCc1cccnc1)/C(=C/c1ccc(-c2cccc(C(F)(F)F)c2)o1)NC(=O)c1ccccc1	0.7	5	2	26	98	-3	7	5	-0.1	108
Cc1cc(NC(=O)c2ccc(Br)c([N+](=O)[O-])c2)no1	1	-33	16	5	85	22	-1	2	-0.3	87
CC(C)(C)C(=O)N1CCC(O)(CS(=O)(=O)c2ccc(Cl)c(Cl)c2)CC1	1	-18	1	2	98	9	4	3	-0.3	96
COC(=O)Cc1c(C)nc2nc(-c3ccco3)[nH]n2c1=O	1	-13	3	-5	97	1	4	3	-0.3	100
O=[N+]([O-])c1ccc(N2CCNCC2)cc1Sc1nc2ccccc2[nH]1	0.8	2	10	16	91	3	1	9	-0.2	102
CCC(C)NC(=O)N[C@@H](Cc1ccccc1)C(=O)O (some centres undefined)	0.8	9	4	22	96	-1	15	-4	-0.3	105
Cc1cccc(C)c1-n1c(C)nn(CC2CC2)c1=O	1	10	4	2	96	-2	-8	3	-0.2	105
CN(C)S(=O)(=O)c1cccc(-c2nn(-c3ccccc3)cc2/C=C(\C#N)c2nc3ccccc3[nH]2)c1	0.9	3	18	13	83	-7	-3	-25	-0.1	105
CCN(CC)CCOC(=O)c1cccc(Cl)c1	0.9	-2	-3	10	103	0	2	-3	0.0	102
CC1Cc2ccccc2N1C(=O)C1CCCN1S(=O)(=O)c1ccc(Cl)cc1 (centres undefined)	0.8	-6	5	19	96	2	9	1	-0.2	103
CC(C)Oc1ccc(C(=O)NC(C)(C)CO)cc1	0.9	2	1	5	99	7	-1	11	0.1	101
CC1=Nc2cc(C(=O)NCCCOC(C)C)ccc2Sc2ccc(C)cc21	1.2	95*	-8	-22	106	-20	6	11	0.1	131
O=C(CCC(=O)N1CCN(S(=O)(=O)c2ccccc2)CC1)NC1CCCc2ccccc21 (centres undefined)	0.9	8	2	9	98	3	10	10	-0.3	99
COC(=O)CN1C(=O)C2(C(C#N)=C(N)Oc3ccccc32)C2=C1CC(C)(C)CC2=O (centres undefined)	0.9	7	4	13	101	-10	8	4	0.0	108
COc1cccc(/C=C/C(=O)Nc2ccccc2N2CCOCC2)c1	0.8	-9	-10	17	108	1	-5	8	0.1	107
